High-throughput results as filed in PubChem BioAssay.
ELG1 DNA repair = inhibitors of ELG1-dependent DNA repair in HEK293T cells | HEK293T ELG1-luciferase reporter, luminescence, 16 h; DNA damage induced by 5-fluorouridine | Potency, µM (doses to about 46.1 µM), for inactives: at the highest dose activity change, negative = inhibition, most hits filed as inhibitors | 330,000 tested, 2.3% active; note: potency is the fitted concentration of half-maximal effect; % is set by controls: 0 for no effect and ±100 for the full control effect; nearly all actives have a fitted effect of over 55% in size
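Overnight (16 hr) co-exposure of 2,000 cells/well to 5-fluorouridine and compound at 37 °C preceded detection. Luciferase was quantified via ONE-Glo luminescence; loss of signal denotes inhibition.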
USP2a block = blocks human ubiquitin-specific protease USP2a; USP2 core, Ub-CHOP2 coupled fluorogenic reporter, 485/531; O75604; 330,000 tested, 0.01% active; Potency, µM (series often up to 38.3 µM), for inactives: at the top dose activity change, negative = inhibition, usual class: inhibitors;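 note: potency is the fitted concentration of half-maximal effect; plate controls were DMSO wells for no effect and full inhibition by NEM control for full effect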
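USP2 core (10nM final) preincubated 30min RT with compound in 20mM Tris-HCl pH 8.0, 2mM CaCl2, 2mM beta-mercaptoethanol, 0.05% CHAPS; 25nM Ub-CHOP2 plus 25nM reporter substrate added, fluorescence (Ex485/Em531) read after 60min.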
Tb PFK inh = blocks T. brucei phosphofructokinase. 330,000 tested, 0.17% active. O15648. AID 485367. T. brucei PFK, ADP-Glo luminescence. Potency, µM (titrated, usually from 57.5 µM), without a hit: top-dose activity, negative = inhibition, usual class: inhibitors;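 note: potency is the fitted concentration of half-maximal effect; 0% = uninhibited 1x PFK enzyme wells and -100% = no-enzyme wells; nearly all actives have a fitted effect of over 60% in size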
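PFK 1.25 nM, F6P 0.5 mM, ATP 0.1 mM, 0.1 M TEA pH 8.0, 5 mM MgCl2, 0.01% Tween20, 0.1% BSA; 45 min RT. ADP-Glo readout. qHTS titration up to 57 uM; curves fitted, compounds curve-classed.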
TSHR antag = antagonists of human thyroid stimulating hormone receptor; TSHR-expressing cells, TSH-stimulated cAMP HTRF, 2 h; stronger effect = lower value; activity change, negative = inhibition, % at 11.5 µM; 330,000 tested, 0.2% active; P16473;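 active = activity change below a set negative limit, meaning inhibition stronger than a set level, cut at about -70% in these data; inconclusive = activity change between two set negative limits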; note: % is set by controls: 0 for no effect and ±100 for the full control effect
Target sequence (P16473 whole entry, looked up): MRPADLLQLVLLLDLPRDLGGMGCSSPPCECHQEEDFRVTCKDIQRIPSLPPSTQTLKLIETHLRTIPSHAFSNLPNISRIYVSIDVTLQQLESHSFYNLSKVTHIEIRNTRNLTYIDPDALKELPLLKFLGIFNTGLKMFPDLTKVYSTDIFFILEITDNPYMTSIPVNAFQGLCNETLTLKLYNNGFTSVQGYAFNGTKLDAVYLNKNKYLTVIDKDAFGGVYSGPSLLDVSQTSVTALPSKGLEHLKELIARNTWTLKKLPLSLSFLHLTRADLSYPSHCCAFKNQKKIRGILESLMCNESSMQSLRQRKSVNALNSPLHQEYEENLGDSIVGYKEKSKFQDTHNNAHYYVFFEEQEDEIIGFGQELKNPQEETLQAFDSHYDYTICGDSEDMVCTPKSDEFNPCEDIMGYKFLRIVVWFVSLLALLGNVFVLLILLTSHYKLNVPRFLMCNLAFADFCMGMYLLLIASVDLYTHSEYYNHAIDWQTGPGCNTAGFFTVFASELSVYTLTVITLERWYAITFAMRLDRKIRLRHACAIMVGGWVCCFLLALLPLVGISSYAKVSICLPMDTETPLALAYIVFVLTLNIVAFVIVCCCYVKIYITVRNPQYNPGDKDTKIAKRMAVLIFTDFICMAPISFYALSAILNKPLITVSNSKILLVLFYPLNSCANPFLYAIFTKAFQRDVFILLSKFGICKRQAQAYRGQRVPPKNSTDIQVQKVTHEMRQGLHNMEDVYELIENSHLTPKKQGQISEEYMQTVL
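Freshly harvested TSHR cells receive pin-tooled compound, then EC80 TSH at 4nM final. After 2 hours at 37 deg C, antibody in lysis buffer and cAMP-d2 are added; 30 minutes at ambient temperature precede the HTRF read.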
TCR act = activators of T cell receptors; primary human leukocytes, anti-CD3, IL-2 HTRF, 48 h; 330,000 tested, under 10 active; Potency, µM (top dose mostly 9.22 µM), for inactives: at the highest dose activation of IL-2 secretion, most hits filed as activators; note: % of control where 0% means no effect
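TCR engagement came from a-CD3 beads alone, with compounds added to primary human leukocytes for 48 hr. Secreted IL-2 bridged europium cryptate- and d2-labelled anti-IL-2 antibodies, giving FRET emission at 665nm after 320nm excitation.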
Chronic BCR inh = chronic active BCR signaling inhibition | ABC-DLBCL IkBa-CBG/CBR reporter, luminescence ratio, 4 h | Potency, µM (highest dose often 46.1 µM), inactives show at the highest dose ratio change, negative = lower green/red ratio, usual class: inhibitors | 340,000 tested, 0.05% active | AID 493014; active = well fitted inhibition curve with a large enough effect in the signal ratio, with a control signal flat, not every such curve was filed as active; inconclusive = small, poorly fitted or top-dose-only effect, or effect the other way, or a change in a side signal; the % refers to the signal ratio;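 note: potency is the fitted concentration of half-maximal effect; plate controls were basal doxycycline-induced cells for no effect and cells given 10 µM MG132 for full effect; MG132 reads +100%, hits lower the ratio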
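Doxycycline induced both beetle luciferases in TMD8 lymphoma cells; IKK-driven degradation limits the IkappaBalpha-fused green signal, while red luminescence normalises for cell number and nonspecific effects. Compounds tested up to 46 uM, 4 hrs.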
uPA generation = blocks generation of uPA at the cell surface. AID 540303. 330,000 tested, 0.31% active. Potency, µM (highest dose often 38.3 µM), for the others: top-dose activity change, negative = inhibition, usual class: inhibitors. cell surface uPA generation assay, qHTS; active = well fitted inhibition curve with a large enough effect; inconclusive = small, poorly fitted or top-dose-only effect; inactive = no such curve, though single readings can be large or run the other way; tested in mouse RAW 264.7 cells; note: potency is the fitted concentration of half-maximal effect; % is set by controls: 0 for no effect and ±100 for the full control effect; nearly all actives have a fitted effect of over 55% in size
Mito fusion act = inhibitors of mitochondrial division or activators of mitochondrial fusion | S. cerevisiae fusion-defective mutant growth rescue, CellTiterGlo 48 h | Potency, µM (titrated, usually from 46.1 µM), for the others: top-dose growth rescue (activation), actives largely listed as activators | 320,000 tested, 0.23% active | AID 485298;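 note: potency is the fitted concentration of half-maximal effect; % of control where 0% means no effect; nearly all actives have a fitted effect of over 45% in size; temperature-sensitive fusion mutants such as fzo1-1 at 37 °C on non-fermentable ethanol glycerol medium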
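S. cerevisiae fusion-defective temperature-sensitive mutants (e.g. fzo1-1, mgm1-5) grown 48 h at 37C in YPEG (ethanol/glycerol non-fermentable) medium with 23 nl compound per well; growth rescue read as CellTiterGlo luminescence.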
B2AR arrestin = beta2AR (human) beta-arrestin recruitment activity | P07550 | 330,000 tested, 0.02% active | AID 492947 | Potency, µM (highest dose often 46.1 µM), for inactives: at the highest dose activation, usual class: activators | beta-arrestin recruitment to beta2AR, cell-based reporter;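 note: potency is the fitted concentration of half-maximal effect; 0% = DMSO controls and full agonism = EC100 isoproterenol or metaproterenol; nearly all actives have a fitted effect of over 65% in size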
Eya2 phos inh = blocks the phosphatase activity of human Eya2; O00167; AID 488837; 330,000 tested, 0.006% active; Potency, µM (series often up to 76.9 µM), for the others: at the highest dose activity, negative = inhibition, most hits filed as inhibitors; recombinant Eya2, OMFP fluorescence dephosphorylation (OMFP is methylfluorescein phosphate); note: potency is the fitted concentration of half-maximal effect; % is set by controls: 0 for no effect and ±100 for the full control effect
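Eya2 protein (added as 0.2 uM solution) was preincubated with compound for 10 min at ambient temperature in 50 mM HEPES pH 7.5, 50 mM NaCl, 5 uM MgCl2, 0.05% BSA, 1 mM DTT. OMFP (added at 50 uM) then reacted 10 min; fluorescence read at 485/525 nm.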
PTAP TSG101 blk = blocks PTAP/TSG101 interaction to inhibit HIV-1 budding; Q99816; Fluorescence polarization, FITC-PTAP peptide / Tsg101 binding; Potency, µM (titrated, usually from 115 µM), for inactives: at the highest dose activity change, negative = inhibition, hits mostly inhibitors; 340,000 tested, under 10 active; AID 493005; active = well fitted inhibition curve with a large enough effect in the main read-out, with a control signal flat, not every such curve was filed as active; inconclusive = small, poorly fitted or top-dose-only effect, or effect the other way, or a change in a side signal; inactive = no such curve, though single readings can be large or run the other way; note: potency is the fitted concentration of half-maximal effect; % of control where 0% means no effect
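Steps: Tsg101 binding domain dispensed (10 uM final), compounds pinned in DMSO, FITC-labeled PTAP-motif peptide added (50 nM final); after 20 min binding at room temperature, polarization measured.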
Numbers without * were called inactive; ? = inconclusive; · = not tested or not shown; [ ] = remark or other dose. Unless noted, calls come from the whole dose curve; as a rule, active = well fitted curve in the direction sought with a large enough effect; inconclusive = small, poorly fitted or top-dose-only effect, or another doubt; inactive = no such curve, though single readings can be large; an effect the other way counts as inactive or inconclusive.

Each structure is followed by: ELG1 DNA repair, USP2a block, Tb PFK inh, TSHR antag, TCR act, Chronic BCR inh, uPA generation, Mito fusion act, B2AR arrestin, Eya2 phos inh, PTAP TSG101 blk
1. CCOC(=O)NC(C(F)(F)F)(C(F)(F)F)P(=O)(c1ccccc1)c1ccccc1
    0%, 1%, 1%, 16, -4%, 1%, -2%, -1%, -0.1%, 14%, -3%
2. Cc1ccc(SCc2nc(-c3ccccc3)no2)cc1
    19%, 0%, -4%, 2, -3%, ?, 11%, -3%, 0.0%, 9%, 2%
3. Cc1ccc2nc(SCC(=O)Nc3ccc(F)c([N+](=O)[O-])c3)[nH]c2c1
    ?, 2%, -14%, -7, -3%[46.1 µM], ?, -5%, -1%, -0.7%, -4%, -2%
4. CC1CCC(NC(=O)CC2Oc3ccccc3NC2=O)CC1 (configuration not stated)
    1%, 1%, -4%, -9, -2%, ?, 4%, 1%, -0.1%, 8%, -4%
5. CCN1CCN(c2cc(C)c3cc(NC(=S)NCCN(C)C)ccc3n2)CC1
    -3%, 3%, -3%, 18, 2%, -8%, 2%, 11%, -0.1%, 9%, -2%
6. COc1ccc(OC)c(C(=O)NC(CC(N)=O)c2ccc(N3CCC(N4CCCC4)CC3)c([N+](=O)[O-])c2)c1 (configuration not stated)
    11%, 3%, 2%, 8, 4%, 0%, 9%, 3%, -0.3%, -4%, -11%
7. CCN(Cc1ccccc1)c1ccc(/C=N/N=C(N)N)cc1
    ?, -1%, 3%, 9, 8%[46.1 µM], ?, -16%, -11%, 0.0%, -10%, -8%
8. Cc1noc(C)c1C(=O)Nc1nc(C23CC4CC(CC(C4)C2)C3)cs1
    ?, 2%, -13%, -7, -5%, ?, ·, -9%, 0.1%, 14%, 0%
9. COC(=O)C1CCN(C(=O)CN2C(=O)c3ccccc3S2(=O)=O)CC1
    ?, 0%, 1%, 1, 0%, 2%, 1%, -3%, -0.6%, 20%, -4%
10. CCCCC(CC)CNC(=O)C1C2C=CC(C2)C1C(=O)O (configuration not stated)
    -1%, 1%, -4%, -4, 1%, -10%, ·, -4%, 0.4%, -9%, -11%
11. Fc1ccc(/C=N/c2c(-c3ccc(F)cc3)nc3n2CCS3)cc1
    10%, 1%, -3%, 9, -1%, -2%, 7%, -3%, -0.2%, -6%, -5%
12. CC1C(=O)N2CCCc3cc(S(=O)(=O)NCc4ccc(F)cc4)cc1c32 (configuration not stated)
    ?, -3%, -2%, -9, 5%, 0%, -5%, 0%, 0.0%, 2%, -2%
13. O=C(Nc1cccc(-n2cnnn2)c1)c1cccc(Cl)c1
    -4%, 0%, 1%, -9, 5%, -6%, 0%, 0%, -0.3%, 12%, 1%
14. CCOC(=O)C1=C(c2ccccc2)NC(=O)NC1c1ccc(O)c(OCC)c1 (configuration not stated)
    2%, 1%, 9%, 5, 5%, -1%, 2%, -8%, 0.3%, -10%, 0%
15. Cc1ccccc1C(=O)Nc1ccc(N2CCCCCC2)cc1
    ?, -2%, 0%, -8, -5%, ?, -11%, 0%, -0.7%, 1%, -2%
16. C=CCN(c1ccc(C(=O)Nc2ccc3c(c2)n(C)c(=O)n3C)cc1)S(C)(=O)=O
    ?, 0%, 4%, -5, ·, ?, 0%, -1%, 0.4%, 3%, 1%
17. CCOC(=O)C1(Nc2nccs2)Sc2ccccc2NC1=O (configuration not stated)
    7.3µM*, 1%, 3%, 4, 9%, ?, -12%, 0%, -0.4%, 25%[15.4 µM], 2%
18. CCOC(=O)c1sc(NC(=O)CSc2ncn[nH]2)c(C#N)c1C
    -13%, -1%, 27%, -13, -2%, ?, 2%, 3%, -0.5%, -10%, -4%
19. Cc1[nH]c(=O)[nH]c(=O)c1/C=N/NC(=O)[C@H](CC(C)C)NC(=O)OC(C)(C)C
    14%, -2%, -3%, 5, 0%, ?, 5%, -1%, 0.0%, -6%, 0%
20. CCN(CC)c1ccc(NC(=S)NC(=O)c2ccco2)cc1
    ?, -2%, -5%, -10, 2%, 6%, 5%, 4%, -0.2%, 2%, -3%
21. O=C(CN1C(=O)NC2(CCCc3ccccc32)C1=O)c1ccc(F)cc1 (configuration not stated)
    ·, -9%, 9%, 18, 2%, 4%, 7%, 12%, -0.9%, 20%, -3%
22. CCc1ccc(-n2c(C)nc3cc(C(=O)NCc4cccnc4)ccc32)cc1
    8%, -1%, 1%, -26, -5%, ?, 12%, 0%, 0.0%, -5%, -2%
23. Cc1nnc(SC(C(=O)Nc2ccc(Cl)c([N+](=O)[O-])c2)c2ccccc2)[nH]c1=O (configuration not stated)
    -7%, 0%, -1%, -11, -1%, 1%, 0%, 2%, -0.2%, 4%, -6%
24. N#C/C(=C(/O)c1ccccc1F)c1nc2cc(C(F)(F)F)ccc2s1
    -3%, 2%, 1%, -18, -10%, 0%, -9%, 22%, -0.4%, -3%, -8%
25. CN(C)S(=O)(=O)N1CCN(S(=O)(=O)c2ccccc2)CC1
    2%, 0%, 0%, -4, 6%, ?, 1%, 1%, 0.1%, 19%, -2%
26. CC(C)N1CCC(N2CCN(Cc3ccc(C#CC(C)(C)O)s3)CC2CCO)CC1 (configuration not stated)
    5%, 3%, 0%, 8, 2%, 1%, 0%, 1%, -0.6%, -4%, 0%
27. CN(C(=O)COC(=O)CSc1ccc([N+](=O)[O-])cc1)C1CCS(=O)(=O)C1 (configuration not stated)
    10%, -8%, 10%, ·, 0%, -20%, 1%, 2%, 0.2%, -7%, -8%
28. CCC(C)Nc1nc(C)nc2c1oc1ccccc12 (configuration not stated)
    ?, 4%, 0%, -2, -2%, ?, ?, 10%, 0.6%, -17%, -10%
29. CCOC(=O)c1cccnc1NC(=O)c1ccccc1
    -5%, 4%, 0%, -3, -5%[46.1 µM], -2%, -2%, -1%, -1.2%, 6%, -1%
30. COCCN1C(=O)N(c2ccc(Cl)cc2)C(=O)C1CC(=O)Nc1cc(OC)cc(OC)c1 (configuration not stated)
    ?, 0%, 4%, 11, -20%, ?, 2%, 0%, -0.1%, -2%, 0%
31. COc1ccc(C(=O)COC(=O)c2ccco2)cc1
    ?, 4%, -6%, -8, 8%, ?, 1%, -6%, -1.1%, 3%, -3%

Entries listed so far that contain a thiophene ring, fused or not, in the order listed:
Each structure is followed by: ELG1 DNA repair, USP2a block, Tb PFK inh, TSHR antag, TCR act, Chronic BCR inh, uPA generation, Mito fusion act, B2AR arrestin, Eya2 phos inh, PTAP TSG101 blk
18. CCOC(=O)c1sc(NC(=O)CSc2ncn[nH]2)c(C#N)c1C
    -13%, -1%, 27%, -13, -2%, ?, 2%, 3%, -0.5%, -10%, -4%
26. CC(C)N1CCC(N2CCN(Cc3ccc(C#CC(C)(C)O)s3)CC2CCO)CC1 (configuration not stated)
    5%, 3%, 0%, 8, 2%, 1%, 0%, 1%, -0.6%, -4%, 0%

Pulled by compound from the entries so far:
Each structure is followed by: ELG1 DNA repair, USP2a block, Tb PFK inh, TSHR antag, TCR act, Chronic BCR inh, uPA generation, Mito fusion act, B2AR arrestin, Eya2 phos inh, PTAP TSG101 blk
23. Cc1nnc(SC(C(=O)Nc2ccc(Cl)c([N+](=O)[O-])c2)c2ccccc2)[nH]c1=O (configuration not stated)
    -7%, 0%, -1%, -11, -1%, 1%, 0%, 2%, -0.2%, 4%, -6%
11. Fc1ccc(/C=N/c2c(-c3ccc(F)cc3)nc3n2CCS3)cc1
    10%, 1%, -3%, 9, -1%, -2%, 7%, -3%, -0.2%, -6%, -5%
16. C=CCN(c1ccc(C(=O)Nc2ccc3c(c2)n(C)c(=O)n3C)cc1)S(C)(=O)=O
    ?, 0%, 4%, -5, ·, ?, 0%, -1%, 0.4%, 3%, 1%
18. CCOC(=O)c1sc(NC(=O)CSc2ncn[nH]2)c(C#N)c1C
    -13%, -1%, 27%, -13, -2%, ?, 2%, 3%, -0.5%, -10%, -4%
6. COc1ccc(OC)c(C(=O)NC(CC(N)=O)c2ccc(N3CCC(N4CCCC4)CC3)c([N+](=O)[O-])c2)c1 (configuration not stated)
    11%, 3%, 2%, 8, 4%, 0%, 9%, 3%, -0.3%, -4%, -11%
